AID2073 – inhibitors of Mint1-CaV2.2 protein interaction, biochemical, HTRF (AID 2073); Voltage-dependent N-type calcium channel subunit alpha-1B (Homo sapiens); HTRF protein-protein interaction, Mint1-CaV2.2; higher % means a stronger effect; one-dose inhibition, % at 20 µM; IC50 in µM for titrated hits; 290,000 compounds, 0.19% hits; in the data active = inhibition mostly above about 51%, no sharp cut-off; inconclusive = no clear call, values can overlap the other calls; inactive = mostly below about 53%; also: some results filed as inactive read as strong as hits
KOR beta-arrestin-1 – KOR antagonists, beta-arrestin recruitment, cell-based, luminescence, uHTS (AID 1778); 290,000 compounds, 0.091% hits; inhibition, % at 10 µM, or IC50 in µM where a hit was titrated; Kappa-type opioid receptor (Homo sapiens); KOR beta-arrestin recruitment, luminescence, antagonist mode; higher % means a stronger effect; in the data active = inhibition above about 50%; also: strong numbers were not always called active
GPR55 LPI antagonism – GPR55 antagonists blocking LPI-driven arrestin recruitment, primary screen, imaging, U2OS, beta-arrestin-GFP, LPI agonist (AID 2013) | G-protein coupled receptor 55 (Homo sapiens) | U2OS GPR55 beta-arrestin-GFP translocation imaging, LPI antagonism; higher % means a stronger effect | one-dose inhibition, % at 10 µM; IC50 in µM for titrated hits | 290,000 compounds, 0.13% hits;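 active = spots per cell inhibited over 60%, with over 100 cells counted and total cytoplasm intensity under 500,000; inconclusive = wells with under 100 cells, flagged as likely toxic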;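 also: U2OS cells stably carrying GPR55 and arrestin-GFP stimulated by 5 µM LPI near EC80; imaged beta-arrestin-GFP aggregate spots per cell after agonist stimulation; plate controls were LPI-stimulated DMSO wells for no effect and DMSO wells without LPI for full effect; some results filed as inactive read as strong as hits; confirmed hits need IC50 under 10 µM and bright autofluorescent wells are also inconclusive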
NOD1 NF-kB reporter – NOD1 signaling inhibitors, primary screen, cell-based, luminescence, uHTS (AID 1578). 290,000 compounds, 1% hits. inhibition, % at 4 µM, or EC50 in µM where a hit was titrated. NOD1-driven NF-kB luciferase reporter cells, luminescence; higher % means a stronger effect; in the data active = inhibition mostly above about 36%, no sharp cut-off; inactive = mostly below about 34%;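 also: HEK-293T reporter cells stimulated with the NOD1 agonist gamma-tri-DAP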
GPR55 beta-arrestin – GPR55 agonists via beta-arrestin recruitment, primary screen, imaging, U2OS cells, beta-arrestin-GFP redistribution (AID 1961) | G-protein coupled receptor 55 (Homo sapiens) | activation, % at 10 µM; hits with a dose series show EC50 in µM | 290,000 compounds, 0.048% hits | U2OS GPR55 beta-arrestin-GFP redistribution imaging; higher % means a stronger effect;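 active = activation above 40% with more than 50 cells counted in the well; inconclusive = wells holding fewer than 50 cells, flagged as toxic or sparse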;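 also: U2OS osteosarcoma cells stably expressing GPR55 and beta-arrestin-GFP; plate controls were DMSO negative control for no effect and LPI positive control for full effect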
HIV fusion peptide – inhibitors of HIV fusion peptide binding, primary screen, biochemical, uHTS, fluorescence dequenching (AID 1986); cell-free peptide binding, fluorescence dequenching, 30 min; higher % means a stronger effect; one-dose inhibition, % at 20 µM; IC50 in µM for titrated hits; 290,000 compounds, 0.3% hits; in the data active = inhibition mostly above about 52%, no sharp cut-off; inactive = mostly below about 76%; also: some results filed as inactive read as strong as hits
Siah-1 displacement – Siah-1 peptide-binding antagonists, primary screen, biochemical, fluorescence polarization, rhodamine-plectin, uHTS (AID 1817); E3 ubiquitin-protein ligase SIAH1 (Homo sapiens); Siah-1 / rhodamine-plectin peptide fluorescence polarization; higher % means a stronger effect; displacement, % at 20 µM; hits with a dose series show IC50 in µM; 290,000 compounds, 0.02% hits;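 active = displacement of at least 50% at 20 µM, with a fluorescence ratio check between 0.3 and a set limit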;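 also: plate controls were Siah plus tracer with DMSO for no effect and tracer alone without Siah for full effect; strong numbers were not always called active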
GPR35 antagonists – GPR35 antagonists blocking zaprinast-driven arrestin recruitment, primary screen, imaging, U2OS, beta-arrestin-GFP, zaprinast agonist (AID 2058). inhibition, % at 10 µM; hits with a dose series show IC50 in µM. G-protein coupled receptor 35 (Homo sapiens). 290,000 compounds, 0.052% hits. U2OS GPR35 beta-arrestin-GFP translocation imaging, zaprinast antagonism; higher % means a stronger effect;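 active = inhibition of at least 50% with at least 30 cells and total cytoplasm GFP at most 10,000,000; inconclusive = under 30 cells or total GFP of 10,000,000 plus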
KOR beta-arrestin-2 – KOR agonists, beta-arrestin recruitment, primary screen, cell-based, luminescence, uHTS (AID 1777); Kappa-type opioid receptor (Homo sapiens); KOR beta-arrestin recruitment, luminescence; higher % means a stronger effect; activation, % at 10 µM; hits with a dose series show EC50 in µM; 280,000 compounds, 0.02% hits; in the data active = activation above about 50%, passing the limit was not always enough; also: a part of the inactive calls stands beside numbers as strong as those of hits
Active calls of the source: *; ? = inconclusive; / = not tested or not shown; [ ] = remark or other dose.

Values run as follows: AID2073, KOR beta-arrestin-1, GPR55 LPI antagonism, NOD1 NF-kB reporter, GPR55 beta-arrestin, HIV fusion peptide, Siah-1 displacement, GPR35 antagonists, KOR beta-arrestin-2
O=C(NCc1ccccn1)Nc1cccc(F)c1
 : 1%, 9%, 4%, -15%, 0.4%, -0.4%, 12%, 5%, -1.6%
COc1ccc(CNc2ccccc2)cc1Br
 : 2%, -16%, -7%, -13%, 0.0%, -2.2%, 1%, 8%, 5.1%
Cc1cc(C)n(CCC(=O)N/N=C/c2ccc(Cl)c([N+](=O)[O-])c2)n1
 : 9%, 12%, -12%, -5%, -0.3%, -0.5%, -3%, -8%, 0.8%
CCCCNCCOCCOc1ccc(C)cc1Br
 : 11%, 11%, 7%, 6%, 0.0%, 0.8%, -1%, 2%, -3.3%
O=[N+]([O-])c1ccc(C2=NN(CCO)C(=Nc3ccc(OC(F)(F)F)cc3)SC2)cc1
 : -9%, 19%, 21%, 3%, 0.5%, -2.1%, 10%, 5%, 1.9%
CC1CCCN(C(=O)C2CCN(CCCc3ccccc3)CC2)C1 (configuration not stated)
 : -5%, -6%, -17%, 8%, -0.2%, -2.7%, -5%, -6%, -7.6%
O=C(NCc1ccncc1)Nc1cc(Cl)ccc1Cl
 : 3%, -30%, 0%, -29%, 0.7%, 0.2%, 7%, -2%, 0.8%
Cc1ccc(C(CCN(Cc2ccccc2)C(=O)c2ccco2)c2ccco2)cc1 (configuration not stated)
 : 56%, 18%, 22%, -27%, 0.1%, 33%, 13%, -12%, 3.2%
O=C(NCc1cccnc1)C1c2ccccc2C(=O)N1C1CCCC1 (configuration not stated)
 : 0%, 26%, -3%, -1%, 0.6%, -1.2%, 1%, -4%, -3.5%
O=C(NC1CCCC1)C1CCN(S(=O)(=O)c2cccc3cccnc23)CC1
 : -2%, -9%, 0%, 2%, 0.2%, -0.8%, 0%, 3%, 4.0%
COCC(C)NC(=O)Cn1c(SCc2ccccc2)nc2ccccc21 (configuration not stated)
 : 18%, /, 4%, -17%, 0.0%, -1.6%, -4%, 13%, /
COc1ccc(N2C(=O)NC3CC2(C)Oc2ccc(Cl)cc23)cc1OC (configuration not stated)
 : 2%, 13%, 15%, -2%, 0.0%, 2.5%, -1%, -8%, -1.1%
Cc1ccc(S(=O)(=O)N2Cc3ccccc3CC2C(=O)Nc2ccc3c(c2)OCO3)cc1 (configuration not stated)
 : 36%, -26%, 13%, -46%, 0.0%, 8.8%, 16%, 3%, -0.7%
CCOc1ccc(Nc2ccc(C(=O)O)cc2[N+](=O)[O-])cc1
 : -7%, 26%, 4%, -8%, 0.0%, -3.6%, 1%, -11%, -2.5%
N#CC1=C(N)N(c2ccc(F)cc2)C(=O)C1
 : 0%, -22%, -8%, -14%, -0.3%, 11%, -2%, -1%, 3.2%
CC1CC(C)CN(S(=O)(=O)c2ccc(NC(=O)C3CC(=O)N(Cc4ccccc4)C3)cc2)C1 (configuration not stated)
 : 34%, 5%, 0%, -30%, -0.1%, 0.3%, 1%, -9%, 1.3%
CCOC(=O)CSc1nc2ccc(NC(C)=O)cc2s1
 : -8%, -1%, 12%, 1%, -0.2%, -1.9%, 1%, 12%, 5.3%
C=CCn1c(COc2ccc(Cl)cc2)nnc1SCC(=O)N/N=C/c1ccccc1
 : 1%, -5%, 11%, 1%, -0.1%, -2.7%, 2%, 6%, -3.7%
CCOC(=O)c1cc(CC)sc1/N=C/c1c(O)ccc2ccccc12
 : -8%, 5%, 12%, 6%, -0.3%, 2.1%, 5%, 28%, 5.6%
COc1cc(C)ccc1OCCCCNCc1ccccc1
 : 3%, -60%[20 µM], 3%, -35%, -0.3%, 1.4%, 4%, 7%, 8.1%

Five entries out of the list, sorted by length of the SMILES, rising:
Values run as follows: AID2073, KOR beta-arrestin-1, GPR55 LPI antagonism, NOD1 NF-kB reporter, GPR55 beta-arrestin, HIV fusion peptide, Siah-1 displacement, GPR35 antagonists, KOR beta-arrestin-2
O=C(NCc1ccncc1)Nc1cc(Cl)ccc1Cl
 : 3%, -30%, 0%, -29%, 0.7%, 0.2%, 7%, -2%, 0.8%
N#CC1=C(N)N(c2ccc(F)cc2)C(=O)C1
 : 0%, -22%, -8%, -14%, -0.3%, 11%, -2%, -1%, 3.2%
O=C(NCc1cccnc1)C1c2ccccc2C(=O)N1C1CCCC1 (configuration not stated)
 : 0%, 26%, -3%, -1%, 0.6%, -1.2%, 1%, -4%, -3.5%
Cc1cc(C)n(CCC(=O)N/N=C/c2ccc(Cl)c([N+](=O)[O-])c2)n1
 : 9%, 12%, -12%, -5%, -0.3%, -0.5%, -3%, -8%, 0.8%
O=[N+]([O-])c1ccc(C2=NN(CCO)C(=Nc3ccc(OC(F)(F)F)cc3)SC2)cc1
 : -9%, 19%, 21%, 3%, 0.5%, -2.1%, 10%, 5%, 1.9%

(further entries)
Values run as follows: AID2073, KOR beta-arrestin-1, GPR55 LPI antagonism, NOD1 NF-kB reporter, GPR55 beta-arrestin, HIV fusion peptide, Siah-1 displacement, GPR35 antagonists, KOR beta-arrestin-2
Cc1ccc(C2C(C=Nc3c(C)n(C)n(-c4ccccc4)c3=O)=C(c3ccccc3)Oc3ccccc32)cc1 (configuration not stated)
 : 12%, -26%, 32%, 29%, 0.3%, 0.4%, 4%, -2%, 4.7%
O=C(Nc1ccc([N+](=O)[O-])cc1)C1CC12CCC2 (configuration not stated)
 : -13%, -41%, -4%, -43%, -0.4%, -1.3%, 0%, 13%, -6.3%
CCCc1[nH]nc2c1C(c1ccc(O)cc1OCC)C(C#N)=C(N)O2 (configuration not stated)
 : 21%, 12%, -9%, 29%, 0.3%, -1.4%, -2%, 0%, -3.8%
COc1ccc(Cc2nc3ccc(C(=O)N(C)CCO)cc3o2)cc1
 : 9%, 38%, 8%, 31%, -0.1%, -1.7%, -5%, 1%, 1.6%
CC(C)(C)c1ccc(-c2csc(NC(=O)CN3C(=O)NC4(CCCCC4)C3=O)n2)cc1
 : -4%, 10%, -3%, -25%, -0.1%, -0.9%, 7%, 9%, 4.7%
Cc1ccc(NC(=O)c2ccc(CSc3nnc(-c4ccncc4)n3C)cc2)cc1
 : 7%, -20%, -10%, 17%, -0.1%, -2.6%, -1%, -10%, 0.1%
CC(C)CC(=O)N1CCN(S(=O)(=O)c2ccc(F)cc2)CC1
 : 5%, -1%, 2%, -5%, -0.2%, -1.5%, -6%, 7%, -1.3%
COc1ccc(OC)c(N=CC2=C(O)CC(C)(C)CC2=O)c1
 : -6%, -80%, 4%, 13%, 0.5%, -0.4%, -2%, -4%, 1.0%
COc1ccc(Cl)cc1N1C(=O)C2CCCN2C1c1ccc(F)cc1 (configuration not stated)
 : -4%, -36%, 17%, 10%, -0.2%, 0.0%, 0%, 9%, 2.8%
CCc1c(C)nc(SC(C(=O)O)c2ccccc2)c(C#N)c1C (configuration not stated)
 : 10%, 30%, 8%, -22%, -0.3%, 2.1%, 7%, -16%, -3.2%
CCCN(CCC)S(=O)(=O)c1ccc(C(=O)Nc2nnc(COC)o2)cc1
 : -8%, -1%, -5%, -28%, -0.3%, 2.9%, 0%, 5%, -2.9%
Cc1ccc(NS(=O)(=O)c2ccc3c(c2)NC(=O)C(C)C(=O)N3)cc1C (configuration not stated)
 : 1%, -3%[20 µM], 1%, -11%, -0.1%, -0.5%, -1%, -2%, -3.8%
C[C@]12CC[C@@H]3c4ccc(O)cc4CC[C@H]3[C@@H]1CCC2=O
 : 0%, 2%, 13%, 24%, 0.2%, -1.4%, -4%, 18%, -3.5%
O=C(NC1CCCCC1)C(=S)N1CCOCC1
 : -2%, -29%[20 µM], 0%, -7%, -0.1%, -0.4%, -6%, ?, -1.6%
COc1ccc(NCN2C(=O)C3C4C=CC(C4)C3C2=O)cc1 (configuration not stated)
 : -12%, 24%, 11%, -30%, 0.2%, -1.5%, 1%, 15%, -2.6%
CC(=O)OCCCNc1cc(Sc2nc3ccccc3s2)c2nonc2c1[N+](=O)[O-]
 : 5%, -23%, 6%, 24%, -0.2%, 7.9%, 64%, -24%, -10%
COCCNC(=O)CSc1nccn1Cc1ccc2c(c1)OCO2
 : -3%, -23%[20 µM], 6%, -7%, -0.1%, -1.0%, 3%, -14%, -4.2%
c1ccc(-c2cc(N3CCCCC3)c3ccccc3n2)cc1
 : 1%, -25%, 2%, -33%, -0.5%, -2.4%, 2%, 3%, 0.0%
O=C(NCC1CCCO1)C(c1cccs1)N(C(=O)c1ccc(CN2CCOCC2)o1)c1ccc(Cl)cc1 (configuration not stated)
 : 12%, 28%, 4%, -40%, -0.3%, 1.1%, 1%, 5%, 1.1%
O=C(NCc1ccccc1)C1CCCN(S(=O)(=O)c2cccc3nonc23)C1 (configuration not stated)
 : 12%, -18%, 16%, -32%, 0.1%, 3.3%, 3%, 7%, -0.7%
COc1ccc(C2c3cc(OC)c(OC)cc3CCN2S(C)(=O)=O)cc1OC (configuration not stated)
 : -4%, 25%, -8%, -38%, -0.1%, 0.0%, 5%, -11%, -1.6%
O=S(=O)(Nc1cccc(-c2cn3ccsc3n2)c1)c1ccc(F)cc1
 : 9%, 9%, -4%, 12%, 15%, -1.0%, 2%, 5%, -1.6%
O=C(Nc1ccccc1C(=O)N1CCOCC1)c1noc2c1CCCC2
 : -2%, -42%, 15%, -16%, -0.2%, -0.3%, 1%, -18%, 5.9%
Cc1ccccc1C(=O)Nc1ccccn1
 : 2%, 37%, -4%, -7%, -0.4%, 2.7%, 4%, 2%, -3.9%
O=c1oc2c3c4c(cc2c2c1CCC2)OCCN4CCC3
 : 10%, -33%, 3%, -26%, -0.2%, -2.7%, -3%, 5%, 1.3%
Cc1cc2oc(C(=O)Nc3ccc(S(=O)(=O)N4CCCC(C)C4)cc3)cc(=O)c2cc1Cl (configuration not stated)
 : 9%, 8%, 6%, -25%, -0.3%, 2.1%, 15%, -14%, -1.8%
CCN(CCS(=O)(=O)c1ccc(Cl)cc1)C(=O)Nc1ccc(Cl)cc1
 : 17%, 7%, -4%, 17%, -0.2%, -1.8%, -5%, -16%, 6.2%
Cn1c(=O)c2c(nc(NCc3ccccc3)n2CCCc2ccccc2)n(C)c1=O
 : -2%, 25%, 1%, /, -0.2%, -0.3%, 4%, -8%, 1.8%
CONc1nc2nonc2nc1NOC
 : -5%, 26%, -4%, -19%, 0.0%, -1.2%, -4%, 0%, 7.1%

High-throughput results as filed in PubChem.

Some of the compounds tested; the hit share may differ from the screen's.
